# P. falciparum M1AAP = P. falciparum M1AAP inhibitors, biochemical, fluorogenic H-Leu-NHMec substrate, 1536-well (AID 1445); recombinant M1AAP, H-Leu-NHMec fluorogenic kinetic assay; higher % means a stronger effect; one-dose inhibition, % at 30 µM; IC50 in µM for titrated hits; hit rate 0.42% among 220,000;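 active = primary inhibition above the hit cutoff, then over 50% inhibition at one or more dose response concentrations, cut at about 23% in these data, passing the limit was not always enough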;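 also: plate controls were DMSO full reaction for no effect and no enzyme background for full effect; strong numbers were not always called active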
# Dynein transport = blocks dynein driven cargo transport along microtubules | 3617.4 mouse cells, GR-EGFP nuclear translocation imaging; test concentration mostly 20 µM; stimulated with dexamethasone, 1 µM; stronger effect = lower value | z-score, hits read low | hit rate 0.47% among 220,000;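 active = plate z-score of nuclear minus cytoplasmic receptor signal below a set negative limit, without overly bright fluorescence or cell loss, cut at about -3.5 in these data, passing the limit was not always enough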;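 also: z-score of nuclear minus cytoplasmic ring GR-EGFP intensity difference per well; some compounds called inactive have numbers as strong as hits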
#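 Buffer or medium – tet-free medium with charcoal-stripped serum · Signal – automated 10x imaging of fixed Hoechst-stained cells · Also added – dexamethasone agonist, 1.0 µM final, for 30 min · Incubation – induction 48 h, compound 1 h, agonist 30 min · Read-out – GR-EGFP nuclear translocation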
# MT stabilize HCS = microtubule stabilization, imaging screen. HeLa tubulin immunostaining HCS, 24 h; share of cells brighter than vehicle mean+2SD. % tubulin-high responders, % at 10 µM. AID 2205. hit rate 0.83% among 200,000;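 active = plate Z-score above 3 for both tubulin-high and condensed-nucleus cell shares, with cell loss under 80%, at 10 µM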;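 also: anti alpha tubulin signal scored within the nucleus-defined area of each cell; some results filed as inactive read as strong as hits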
# UTI89 phage lysis = protection from phage-mediated lysis, alamar blue read-out – E. coli UTI89, K1F phage, bacterial capsule biogenesis inhibitors (AID 488966); E. coli UTI89 K1F phage lysis, alamar blue, 2 h; higher % means a stronger effect; inhibition, % at 100 µM; hits with a dose series show IC50 in µM; hit rate 0.02% among 340,000;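 active = phage lysis inhibition, versus mean bacterial control, above a set limit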;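 also: capsule biogenesis inhibitors block K1F phage lysis so surviving cells raise fluorescence; higher fluorescence means more inhibition of phage lysis; actives were called in the ten point dose series up to 300 µM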
# Autophagy HCS = autophagy modulation, high-content screen; MEF GFP-LC3 puncta imaging; test concentration mostly 10 µM; calls only at 10 µM (by protocol); hit rate 0.98% among 190,000; AID 463193;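 active = percentage of spot-positive cells more than 3 SD above its plate mean, without a fluorescence outlier flag or 80% toxicity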;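 also: spot-positive cell cutoff set from DMSO-treated cells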
# ER stress rescue = protection against thapsigargin-triggered cell killing – 384-well, CSM14.1, ATP luminescence, primary screen (AID 1222); CSM14.1 thapsigargin-induced death rescue, ATP luminescence; higher % means a stronger effect; cellular ATP content (survival), % at 20 µM, or EC50 in µM where a hit was titrated; 190,000 tested, under 10 active;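 active = EC50 below 50 µM in the dose-response confirmation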;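 also: death triggered by thapsigargin at about 15 µM added after 2 h compound pretreatment; cell ATP read after overnight thapsigargin exposure of roughly 18 to 22 hours; normalized against plate controls of thapsigargin alone and 5% DMSO vehicle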
# Insulin prom up = MIN6 insulin promoter up-regulation. hit rate 0.3% among 190,000. MIN6 insulin promoter-GFP reporter, high-content imaging; stronger effect = higher value. AID 1625. z-score at 5 µM;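 active = z-score above 3 at 5 µM with at least 500 cells counted in the well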
# b-catenin transl = modulators of beta-catenin nuclear translocation; HeLa beta-catenin nuclear translocation, immunofluorescence imaging; nuclear translocation activity, % at 5 µM; hit rate 0.3% among 190,000;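 active = nuclear translocation activity above 50% at 5 µM, with a well cell count of 50 or more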;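 also: per-cell ratio of nuclear to cytoplasmic median beta-catenin stain intensity; plate controls were DMSO negative control for no effect and GSK-3 inhibitor IX positive control for full effect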
#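 assay system = human HeLa cells, endogenous beta-catenin | times = compound treatment 24 h, 37°C, 5% CO2 | detection = Anti-beta-catenin immunofluorescence on PFA-fixed, Triton-permeabilized cells, DAPI nuclei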
# M17LAP inhibition = P. falciparum M17LAP inhibitors, primary screen, biochemical, fluorogenic H-Leu-NHMec substrate, 1536-well (AID 1619); recombinant M17LAP, H-Leu-NHMec fluorogenic kinetic assay; higher % means a stronger effect; one-dose inhibition, % at 30 µM; IC50 in µM for titrated hits; hit rate 0.38% among 220,000;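 active = compound inhibiting the enzyme by more than half at any dose during confirmatory dose-response retesting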;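 also: plate controls were full reaction with DMSO carrier for no effect and no enzyme background for full effect; strong numbers were not always called active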
# Dynein transport cytoplasmic EGFP = second read-out of Dynein transport, no call of its own (marks repeat the call); z-score; measured here: cytoplasmic GR-EGFP intensity; stronger effect = higher value
# Dynein transport nuclear GR-EGFP = second read-out of Dynein transport, no call of its own (marks repeat the call); z-score; measured here: nuclear GR-EGFP intensity;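 lower value marks the stronger effect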
# Dynein transport cell count = second read-out of Dynein transport, no call of its own (marks repeat the call); z-score; measured here: cell count per field
# Insulin prom up cell count = also measured in Insulin prom up; calls as there; cell count; measured here: cytotoxicity, nuclei count;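 total cells summed across four imaged fields per well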
# b-catenin transl cell count 5 µM = recorded beside b-catenin transl, whose call it bears; cell count; measured here: cell count, cytotoxicity flag
# MT stabilize HCS Hoechst-high % = recorded beside MT stabilize HCS, whose call it bears; % Hoechst-high responders; measured here: nuclear condensation Hoechst responders;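 share of cells brighter than vehicle mean plus two SD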
# MT stabilize HCS cytotoxicity % = further read-out of MT stabilize HCS, marked with its call; toxicity, %; measured here: cytotoxicity by cell density;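 0% = mean cell density of plate MIN control wells and 100% = no cells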
# Autophagy HCS cell loss 18 h = further read-out of Autophagy HCS, marked with its call; toxicity, %; measured here: cell loss, nuclei count;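 cell loss after 18 h compound exposure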
# The depositor's hits bear a star; i = inactive; / = not tested or not shown.
SMILES,P. falciparum M1AAP,Dynein transport,Dynein transport cytoplasmic EGFP,Dynein transport nuclear GR-EGFP,Dynein transport cell count,MT stabilize HCS,MT stabilize HCS Hoechst-high %,MT stabilize HCS cytotoxicity %,UTI89 phage lysis,Autophagy HCS,Autophagy HCS cell loss 18 h,ER stress rescue,Insulin prom up,Insulin prom up cell count,b-catenin transl,b-catenin transl cell count 5 µM,M17LAP inhibition
CN(C)c1ccc(NC(=S)c2ccccn2)cc1,10.1%,0.776,-0.227,0.0138,0.0933,4.0,3.7,9.0,0.1%,i,-4.6,-7.1%,-0.36,1098,-1.2,972,9.0%
Cc1ccc(-n2ncc3c(=O)n(CC(=O)NC4CCCCC4)cnc32)cc1C,-2.5%,0.401,0.159,0.66,2.99,3.0,1.0,3.2,-1.8%,i,-6.7,1.4%,0.01,1021,-1.8,901,-4.9%
O=c1cc(CSc2nc3ccccc3[nH]2)c2ccccc2[nH]1,8.9%,0.275,-0.077,0.0446,0.358,0.7,1.1,3.4,-0.1%,i,-6.7,-2.3%,/,/,-13.6,958,-7.8%
O=C(NC(=S)Nc1ccc2[nH]ncc2c1)c1ccccc1,17.5%,-0.676,-0.00302,-0.106,-0.265,2.1,2.7,6.1,0.3%,i,-10.4,-4.9%,-0.29,790,-1.7,1054,5.7%
Cc1nnc(SC(C)C(=O)Nc2ccc(S(=O)(=O)NC3CCCCC3)cc2)s1 (stereo unspecified),4.5%,-0.871,-0.275,-0.463,0.703,2.8,1.1,5.4,0.1%,i,5.2,0.9%,-0.26,894,-2.1,1238,-6.6%
CCn1c(SCC(=O)N/N=C(\C)c2ccco2)nnc1-c1ccccc1,-0.2%,-0.485,-0.348,-0.519,1.28,1.9,1.3,8.9,0.2%,i,2.1,-0.6%,0.34,1518,-0.3,1486,8.8%
O=C(COC(=O)c1cncc(Br)c1)NC1CC1,-1.5%,-0.149,-0.364,-0.0994,0.466,1.3,1.2,2.9,0.4%,i,-10.0,-1.2%,/,/,/,/,-6.8%
CCOC(=O)C/C(C)=N/NC(=O)CNc1cccc(Cl)c1C,3.0%,-0.754,-0.232,0.104,0.763,3.1,2.0,3.5,0.3%,i,16.0,-1.2%,0.66,1304,-2.2,1083,4.2%
Cc1cc(C(=O)Cn2nc(C(=O)O)c3ccccc3c2=O)c(C)n1-c1ccc(OC(F)F)cc1,5.4%,1.76,-0.28,1.26,-1.01,2.3,1.6,0.5,-0.9%,i,0.1,2.2%,1.86,1244,-3.0,1043,-13.4%
CCOc1ccccc1C(=O)N[C@H](C(=O)OCc1cc([N+](=O)[O-])cc2c1OCOC2)C(C)C,4.4%,0.759,-0.189,0.833,-1.03,3.3,1.4,10.2,1.9%,i,4.8,7.4%,-0.27,1219,0.8,980,0.7%

# Shown as tab-separated lines: 2 of the compounds above
canonical_smiles	P. falciparum M1AAP	Dynein transport	Dynein transport cytoplasmic EGFP	Dynein transport nuclear GR-EGFP	Dynein transport cell count	MT stabilize HCS	MT stabilize HCS Hoechst-high %	MT stabilize HCS cytotoxicity %	UTI89 phage lysis	Autophagy HCS	Autophagy HCS cell loss 18 h	ER stress rescue	Insulin prom up	Insulin prom up cell count	b-catenin transl	b-catenin transl cell count 5 µM	M17LAP inhibition
CN(C)c1ccc(NC(=S)c2ccccn2)cc1	10.1%	0.776	-0.227	0.0138	0.0933	4.0	3.7	9.0	0.1%	i	-4.6	-7.1%	-0.36	1098	-1.2	972	9.0%
CCn1c(SCC(=O)N/N=C(\C)c2ccco2)nnc1-c1ccccc1	-0.2%	-0.485	-0.348	-0.519	1.28	1.9	1.3	8.9	0.2%	i	2.1	-0.6%	0.34	1518	-0.3	1486	8.8%

# Next part
SMILES,P. falciparum M1AAP,Dynein transport,Dynein transport cytoplasmic EGFP,Dynein transport nuclear GR-EGFP,Dynein transport cell count,MT stabilize HCS,MT stabilize HCS Hoechst-high %,MT stabilize HCS cytotoxicity %,UTI89 phage lysis,Autophagy HCS,Autophagy HCS cell loss 18 h,ER stress rescue,Insulin prom up,Insulin prom up cell count,b-catenin transl,b-catenin transl cell count 5 µM,M17LAP inhibition
Cc1cc(C)c(NC(=O)CN2CCC(NC(=O)NC3CCCCC3)CC2)c(C)c1,0.8%,-0.0613,-0.195,-0.098,0.71,2.8,0.9,6.5,/,i,0.6,-1.2%,0.59,1385,0.2,1554,3.7%
CCOC(=O)CC1(C)SC(NC(C)=O)=NN1C(C)=O (stereo unspecified),/,0.212,-0.135,0.585,-0.38,2.7,0.5,7.5,0.2%,i,8.4,0.2%,0.82,1555,1.9,1499,/
CC1(C)C(C=C(Cl)Cl)C1C(=O)N1CCN(c2ccccc2)CC1 (stereo unspecified),-0.5%,0.471,-0.229,0.194,-0.581,2.2,1.8,4.6,0.3%,i,4.1,0.3%,/,/,/,/,7.8%
Cc1nn(Cc2cccc(C(=O)O)c2)c(C)c1[N+](=O)[O-],-3.0%,0.38,-0.25,0.198,0.488,/,/,/,-0.1%,/,/,/,-0.24,1097,1.8,1295,5.3%
N#CC1(c2ccccc2)CCC(=O)N1c1ccccc1 (stereo unspecified),7.4%,-0.222,-0.249,-0.00593,0.551,/,/,/,0.8%,/,/,/,-0.18,1207,0.5,1285,-3.7%
NS(=O)(=O)c1ccc(CCNC(=O)c2ccc(Cn3c(=O)[nH]c4ccccc4c3=O)cc2)cc1,4.0%,0.127,-0.157,-0.0125,0.644,3.5,1.4,8.0,0.0%,i,1.2,0.2%,-0.14,1285,0.2,1048,1.5%
CC1CC(C)CN(CC(=O)Nc2ccc3c(c2)OCCO3)C1 (stereo unspecified),3.2%,-1.11,-0.233,-1.27,1.03,3.1,1.4,5.0,-0.3%,i,2.1,-0.2%,-0.62,1607,0.5,1302,19.7%
Cc1cccc(C)c1N(CC(=O)NN=C1CCCCCC1)S(C)(=O)=O,4.1%,0.658,-0.151,0.358,-0.756,1.9,1.8,6.4,0.0%,i,2.8,-0.9%,0.35,952,/,/,1.7%
COC(=O)c1ccc(NC(=O)CSc2nnc(COc3ccccc3)n2C)cc1,3.1%,0.657,-0.246,0.451,0.598,3.2,1.6,7.8,0.5%,i,-3.3,/,-0.19,1167,-0.2,1068,6.6%
COCC(=O)N1CCC(n2nnc3cc(F)ccc32)CC1,-0.6%,-1.1,0.124,-0.56,0.63,1.5,1.2,10.5,0.2%,i,2.9,-0.4%,-0.07,1677,-0.1,1401,-6.6%
CCCCn1c(SCC(=O)Nc2ccc3c(c2)OCO3)nc2c1c(=O)n(C)c(=O)n2C,4.9%,0.262,-0.355,0.494,0.468,2.7,1.5,8.6,3.0%,i,17.6,1.5%,-0.75,952,-5.8,997,-3.5%
CCCc1[nH]n(-c2ccc([N+](=O)[O-])cc2)c(=O)c1C=NCCN1CCNCC1,11.0%,0.917,-0.0705,0.762,-0.818,2.4,2.4,6.8,/,i,-1.6,1.9%,-0.07,1384,-0.6,935,8.9%
CCCCC(CCC(=O)NNC(=O)Cc1ccccc1)C(=O)O (stereo unspecified),4.0%,2.31,0.785,1.43,-1.04,2.4,2.4,0.7,1.5%,i,19.1,-2.5%,-0.07,1187,6.0,982,12.2%
O=C(NCc1cccnc1)c1ccccc1Br,0.7%,-1.07,-0.28,-0.382,0.927,2.8,1.5,3.3,-1.7%,i,3.6,/,-0.31,1015,-1.2,1188,-3.2%
Cc1ccc(C(=O)NCC(=O)OCC(=O)NCC(F)(F)F)cc1,4.0%,-0.695,-0.307,0.0175,1.26,5.3,2.1,10.1,0.6%,i,4.8,-1.0%,-0.69,1288,-2.4,1097,5.0%
O=C1c2ccccc2C(=O)N1c1cccc2cccnc12,9.7%,0.748,-0.227,0.483,-0.244,2.6,1.9,4.9,7.0%,i,-3.3,-3.3%,1.13,1149,/,/,6.7%
CCOC(=O)c1cc(C(=O)c2ccccc2O)cn2c(=O)c3c(C)c(C)sc3nc12,13.9%,0.472,0.226,0.785,-1.37,2.8,2.4,5.2,/,i,-13.1,2.6%,-0.71,1475,-1.2,1039,11.8%
COc1ccccc1N1CC(O)=C(c2nc3ccccc3c(=O)[nH]2)C1=N,17.8%,-0.166,-0.219,0.211,-0.579,2.9,2.3,28.0,-0.2%,i,5.2,0.2%,-0.07,1676,-0.5,1035,-18.2%
CC1CCC(C(C)C)C(OCC(O)CNC(C)c2ccccc2)C1 (stereo unspecified),3.8%,-1.11,0.0145,-0.429,-1.37,2.6,1.8,2.6,0.4%,i,6.3,-2.4%,-1.09,1322,-2.7,928,-18.3%
COc1ccc(CC(=O)NC(=S)Nc2ccc(S(=O)(=O)NC(C)(C)C)cc2)cc1,11.2%,-1.28,-0.176,-0.0778,1,2.2,2.1,10.2,1.6%,i,0.7,-1.6%,0.01,1627,-1.4,1352,-3.3%
Oc1ccc(-c2onc(C(F)(F)F)c2-c2cscn2)c(O)c1,6.3%,1.21,-0.234,1.22,-1.15,2.7,0.3,8.1,0.1%,i,5.6,-2.8%,-0.19,1879,-0.4,1074,-2.1%

# Screening results as filed in PubChem BioAssay.
